Compound activity deposited in PubChem by National Center for Advancing Translational Sciences (NCATS).
Tb PFK inh – qHTS Assay to Find Inhibitors of T. brucei phosphofructokinase; T. brucei PFK, ADP-Glo luminescence; Potency, µM (titrated, usually from 57.5 µM), for inactives: at the highest dose activity, negative = inhibition, hits mostly inhibitors; actives 0.17% (n = 330,000); AID 485367, 2010;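 note: potency is the fitted concentration of half-maximal effect; 0% = uninhibited 1x PFK enzyme wells and -100% = no-enzyme wells; nearly all actives have a fitted effect of over 60% in size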
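Compounds were pin-transferred as a titration series up to 57 uM into substrate buffer (0.5 mM F6P, 0.1 mM ATP, pH 8.0), then 1.25 nM PFK was added and reactions ran 45 min before ADP-Glo detection.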
uPA surface inh – qHTS for Inhibitors of Cell Surface uPA Generation; Potency, µM (top dose mostly 38.3 µM), inactives show top-dose activity change, negative = inhibition, most hits filed as inhibitors; AID 540303, 2011; actives 0.31% (n = 330,000); cell surface uPA generation assay, qHTS; active = well fitted inhibition curve with a large enough effect; inconclusive = small, poorly fitted or top-dose-only effect; inactive = no such curve, though single readings can be large or run the other way; tested in mouse RAW 264.7 cells; note: potency is the fitted concentration of half-maximal effect; % is set by controls: 0 for no effect and ±100 for the full control effect; nearly all actives have a fitted effect of over 55% in size
Gal4-VP16 FLuc – VP16 counterscreen qHTS for inhibitors of ROR gamma transcriptional activity; AID 2546, 2010; Drosophila S2 Gal4-VP16 UAS-luciferase, luminescence, 20 h; actives 3.5% (n = 310,000); Potency, µM (doses to about 53.6 µM), inactives show at the top dose activity, negative = inhibition, hits mostly inhibitors;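 note: Gal4-VP16 expression switched on by copper sulfate through the metallothionein promoter; potency is the fitted concentration of half-maximal effect; % is set by controls: 0 for no effect and ±100 for the full control effect; nearly all actives have a fitted effect of over 50% in size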
Rab9 promoter act – qHTS Assay for Rab9 Promoter Activators; AID 485297, 2010; Huh7 Rab9 promoter-luciferase reporter, luminescence, 24 h; actives 2.8% (n = 320,000); Potency, µM (series often up to 9.22 µM), without a hit: at the highest dose activation, negative = inhibition, most hits filed as activators; note: potency is the fitted concentration of half-maximal effect; % of control where 0% means no effect; nearly all actives have a fitted effect of over 60% in size
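Luciferase signal after 10 min detection reagent at ambient indicates Rab9 promoter upregulation; stably transfected Huh7 cells were treated 24 h with compound in DMSO at 37 °C, 5% CO2.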
Giardia kill – Small Molecules that selectively kill Giardia lamblia: qHTS. Giardia lamblia trophozoite viability. activity change, % at 7.66 µM, hits read low. actives 0.15% (n = 340,000). AID 540267, 2011; in the data active = activity change below about -80%; inconclusive = between about -30% and that limit;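 note: parasites exposed to compound for two days anaerobically before the ATP read; % is set by controls: 0 for no effect and ±100 for the full control effect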
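Killing of trophozoites was scored by loss of ATP luminescence after a 48 hrs anaerobic exposure to compounds at 37 deg C, using 100 cells per well.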
ELG1 genotoxic – qHTS screen for small molecules that induce genotoxicity in human embryonic kidney (HEK293T) cells expressing luciferase-tagged ELG1 | HEK293T ELG1-luciferase reporter, luminescence, 16 h | Potency, µM (top dose mostly 46 µM), without a hit: top-dose activity change, positive = activation, hits mostly activators | actives 1.3% (n = 330,000) | AID 504466, 2011; note: potency is the fitted concentration of half-maximal effect; % of control where 0% means no effect; nearly all actives have a fitted effect of over 60% in size
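After overnight (16 hr) compound treatment at 37 °C, ELG1-luciferase HEK293T cells were lysed with ONE-Glo; luminescence quantified 30 min later at room temperature.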
FLuc counter – qHTS profiling assay for firefly luciferase inhibitor/activator using purifed enzyme and Km concentrations of substrates (counterscreen for miR-21 project) | Luciferin 4-monooxygenase (Photinus pyralis), P08659 | purified FLuc, Km substrates, luminescence inhibition | Potency, µM (doses to about 57.5 µM), without a hit: at the top dose activity change, negative = inhibition, usual class: inhibitors | actives 6.9% (n = 360,000);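 note: potency is the fitted concentration of half-maximal effect; plate controls were vehicle for no effect and reference inhibitor for full effect; nearly all actives have a fitted effect of over 55% in size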
Target sequence (P08659 whole entry, looked up): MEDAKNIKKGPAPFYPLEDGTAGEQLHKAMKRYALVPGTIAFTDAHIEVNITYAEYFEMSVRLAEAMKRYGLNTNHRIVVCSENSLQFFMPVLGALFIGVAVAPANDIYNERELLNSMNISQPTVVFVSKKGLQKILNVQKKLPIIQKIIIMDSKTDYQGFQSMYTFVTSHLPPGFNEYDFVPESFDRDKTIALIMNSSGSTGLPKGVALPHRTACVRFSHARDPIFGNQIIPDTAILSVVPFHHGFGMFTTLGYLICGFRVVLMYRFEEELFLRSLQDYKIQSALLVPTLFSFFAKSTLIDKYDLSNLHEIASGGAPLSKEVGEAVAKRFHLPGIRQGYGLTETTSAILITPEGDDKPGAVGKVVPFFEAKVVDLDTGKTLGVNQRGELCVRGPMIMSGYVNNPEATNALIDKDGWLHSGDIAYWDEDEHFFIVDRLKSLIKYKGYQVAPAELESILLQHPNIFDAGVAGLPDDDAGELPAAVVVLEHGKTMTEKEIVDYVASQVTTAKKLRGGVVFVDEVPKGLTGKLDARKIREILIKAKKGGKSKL
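Purified P. pyralis luciferase, 10 nM final, with Km-level 10 uM D-luciferin and 10 uM ATP in 50 mM Tris acetate pH 7.5, 10 mM Mg acetate, 0.01% Tween-20, 0.05% BSA; 6-point qHTS titration about 60 µM downward; luminescence read.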
NPC1 prom act – qHTS Assay for NPC1 Promoter Activators; actives 2.4% (n = 320,000); Potency, µM (highest dose often 9.22 µM), inactives show at the highest dose activation, most hits filed as activators; AID 485313, 2010; Huh7 NPC1 promoter luciferase reporter, 24 h;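 note: potency is the fitted concentration of half-maximal effect; % of control where 0% means no effect; nearly all actives have a fitted effect of over 60% in size; reporter is driven by a mutant NPC1 promoter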
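Readout is luciferase luminescence, reflecting NPC1 promoter activation in stably transfected Huh7 cells after 24 h compound exposure at 37 °C in reduced-serum medium with 10% FBS.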
RORg inh – qHTS for inhibitors of ROR gamma transcriptional activity. Nuclear receptor ROR-gamma (Mus musculus), P51450. Drosophila S2 Gal4-RORgamma UAS-luciferase reporter, 20 h. Potency, µM (doses to about 53.6 µM), for inactives: at the top dose activity change, negative = inhibition, hits mostly inhibitors. actives 5.4% (n = 310,000). AID 2551, 2010; note: potency is the fitted concentration of half-maximal effect; % is set by controls: 0 for no effect and ±100 for the full control effect; nearly all actives have a fitted effect of over 60% in size
Target sequence (P51450 whole entry, looked up, the tested form may be a part): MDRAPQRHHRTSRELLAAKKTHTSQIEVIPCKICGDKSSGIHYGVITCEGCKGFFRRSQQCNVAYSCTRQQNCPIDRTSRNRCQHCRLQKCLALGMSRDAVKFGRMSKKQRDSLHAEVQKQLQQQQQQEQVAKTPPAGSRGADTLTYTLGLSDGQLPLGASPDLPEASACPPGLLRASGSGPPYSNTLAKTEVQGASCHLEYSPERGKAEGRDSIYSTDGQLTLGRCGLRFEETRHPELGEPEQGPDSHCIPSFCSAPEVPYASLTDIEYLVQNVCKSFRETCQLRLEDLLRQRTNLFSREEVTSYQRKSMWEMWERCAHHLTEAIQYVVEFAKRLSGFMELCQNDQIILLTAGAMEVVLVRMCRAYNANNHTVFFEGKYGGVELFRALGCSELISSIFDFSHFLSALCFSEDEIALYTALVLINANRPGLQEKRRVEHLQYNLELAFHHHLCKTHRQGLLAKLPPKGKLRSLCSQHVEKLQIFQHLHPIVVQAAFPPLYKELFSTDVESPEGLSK
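Luciferase reporter read in Schneider cells carrying Gal4-RORγ (mouse) and UAS-Photinus luciferase; cells given compound 1 h before 700 uM copper sulfate induction, then incubated 20 h at ambient temperature.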
KCNH2 3.1 inh – qHTS for Inhibitors of KCHN2 3.1: Mutant qHTS; AID 720553, 2013; U2OS KCNH2 3.1, thallium flux FluxOr; stronger effect = lower value; Potassium voltage-gated channel subfamily H member 2, brain isoform KCNH2 3.1 (human); actives 0.95% (n = 340,000); activity change, % (tested at about 1.8 µM);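 active = maximum activity change below -70%; inconclusive = maximum activity change from -70% to -50%; inactive = maximum activity change above -50%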;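 note: thallium influx rate constant from kinetic fluorescence after stimulation buffer; % is set by controls: 0 for no effect and ±100 for the full control effect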
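Channel expression came from 3.1 mutant virus (1.77 x 10^8 /mL) applied to suspended U2OS cells for 4 h. Flux was tracked with FluxOr dye plus Red40 quencher, and kinetic rate constants normalized to controls.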
FBPA coupling cs – qHTS Assay for Inhibitors of Fructose-1,6-bisphosphate Aldolase from Giardia Lamblia: Coupling assay counterscreen | AID 2472, 2010 | coupling enzyme system counterscreen, AmpLite Red fluorescence | actives 0.67% (n = 290,000) | activity change, negative = inhibition, % at 58.2 µM, hits read low; in the data active = activity change below about -30%; note: % is set by controls: 0 for no effect and ±100 for the full control effect
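Compounds tested against the coupling enzymes alone at 57.5 uM final; readout was AmpLite Red fluorescence (525/598 nm) after 20 min at RT.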
Starred values were filed as active, the others as inactive; ? = inconclusive; / = no result given; [ ] = remark or other dose. Unless noted, calls come from the whole dose curve; as a rule, active = well fitted curve in the direction sought with a large enough effect; inconclusive = small, poorly fitted or top-dose-only effect, or another doubt; inactive = no such curve, though single readings can be large; an effect the other way counts as inactive or inconclusive.

Structure	Tb PFK inh	uPA surface inh	Gal4-VP16 FLuc	Rab9 promoter act	Giardia kill	ELG1 genotoxic	FLuc counter	NPC1 prom act	RORg inh	KCNH2 3.1 inh	FBPA coupling cs
COc1ccc(-c2[nH]ncc2CN2CCCO2)c(F)c1	1%	10%	-14%	1%	15	3%	-3%	-6%	11%	-8	0
CCOc1ccc(NC(=O)CN2CCC(NC(=O)C3CCCCC3)CC2)cc1	0%	/	0%	-1%	/	0%	-2%	-3%	0%	/	3
Clc1ccccc1-c1nc2nc3ccccc3nc2n1-c1ccc2c(c1)OCO2	3%	-1%	3%	-4%	-9	-5%	-15%	0%	7%	5	1
O=C(NCC(c1ccco1)N1CCN(c2ccccc2)CC1)c1cccs1 (stereo unspecified)	0%	26%	/	-2%	0	5%	5%	2%	/	6	/
Cc1ccc(OC(C)C(=O)N2CC(=O)Nc3ccccc32)cc1 (stereo unspecified)	-7%	9%	-16%	1%	-26	0%	0%	-3%	4%	-35	3
Cc1cc(C(C#N)c2ccccc2)n2ncnc2n1 (stereo unspecified)	4%	0%	22%	-8%	-11	0%	0%	2%	-19%	22	0
Cc1cc(N2C3CCC2CC(O)(c2ccc(F)cc2)C3)nc(-c2ccccc2)n1 (stereo unspecified)	-2%	-17%	-20%	-7%	-4	-18%	4%	0%	10%	-72*	3
CN(C)N=Nc1ccc(S(=O)(=O)/N=C(\O)c2ccccc2)cc1	2%	10%	-7%	1%	12	-9%	3%	0%	8%	-3	3
O=C(O)c1cc(-c2ccc(Br)s2)nc2ccccc12	1%	?	-7%	26%	5	9%	8.5µM*	18%	-2%	-3	7
CC(C)N(Cc1cnn(C)c1)C(=O)C1CCC(=O)N(CCc2cccc(F)c2)C1 (stereo unspecified)	-7%	-6%	-10%	11%	4	-1%	-14%	-5%	16%	-2	/
COc1ccc(C(=O)NC2CC(C)(C)Cc3c2cnn3-c2ccccc2C)o1 (stereo unspecified)	-3%	2%	1%	2%	25	-3%	2%	-2%	1%	20	/
O=C(NC1CCCC1)C1CCN(S(=O)(=O)c2cccc3cccnc23)CC1	0%	-1%	-1%	1%	1	0%	1%	-4%	1%	6	-2

No new results follow: entries from further up.
Structure	Tb PFK inh	uPA surface inh	Gal4-VP16 FLuc	Rab9 promoter act	Giardia kill	ELG1 genotoxic	FLuc counter	NPC1 prom act	RORg inh	KCNH2 3.1 inh	FBPA coupling cs
Cc1ccc(OC(C)C(=O)N2CC(=O)Nc3ccccc32)cc1 (stereo unspecified)	-7%	9%	-16%	1%	-26	0%	0%	-3%	4%	-35	3
Cc1cc(C(C#N)c2ccccc2)n2ncnc2n1 (stereo unspecified)	4%	0%	22%	-8%	-11	0%	0%	2%	-19%	22	0
Cc1cc(N2C3CCC2CC(O)(c2ccc(F)cc2)C3)nc(-c2ccccc2)n1 (stereo unspecified)	-2%	-17%	-20%	-7%	-4	-18%	4%	0%	10%	-72*	3
CN(C)N=Nc1ccc(S(=O)(=O)/N=C(\O)c2ccccc2)cc1	2%	10%	-7%	1%	12	-9%	3%	0%	8%	-3	3
O=C(O)c1cc(-c2ccc(Br)s2)nc2ccccc12	1%	?	-7%	26%	5	9%	8.5µM*	18%	-2%	-3	7
CC(C)N(Cc1cnn(C)c1)C(=O)C1CCC(=O)N(CCc2cccc(F)c2)C1 (stereo unspecified)	-7%	-6%	-10%	11%	4	-1%	-14%	-5%	16%	-2	/
COc1ccc(C(=O)NC2CC(C)(C)Cc3c2cnn3-c2ccccc2C)o1 (stereo unspecified)	-3%	2%	1%	2%	25	-3%	2%	-2%	1%	20	/
O=C(NC1CCCC1)C1CCN(S(=O)(=O)c2cccc3cccnc23)CC1	0%	-1%	-1%	1%	1	0%	1%	-4%	1%	6	-2

Further records.
Structure	Tb PFK inh	uPA surface inh	Gal4-VP16 FLuc	Rab9 promoter act	Giardia kill	ELG1 genotoxic	FLuc counter	NPC1 prom act	RORg inh	KCNH2 3.1 inh	FBPA coupling cs
CC(C)(C)Nc1c2ccccc2nc2ccccc12	3%	-10%	-2%	-3%[1.84 µM]	12	-6%	4%	-2%	-22%	13	2
CCOC(=O)N1CCN(S(=O)(=O)c2ccc(-n3cnnn3)cc2)CC1	-1%	-1%	0%	0%	4	0%	4%	1%	-7%	4	/
O=C(O)CCCC(=O)Nc1ccc(Cl)cc1	7%	-1%	0%	6%	-13	0%	-1%	0%	22%	26	8
NS(=O)(=O)c1cccc(NC(=O)CCSc2ccc(Cl)cc2)c1	1%	5%	-10%	-6%	5	0%	3%	-3%	7%	9	1
CCn1c(=O)c2sccc2n(CC(=O)NC2CCCCC2)c1=O	0%	2%	3%	-6%	-8	3%	0%	0%	-8%	2	2
Nc1ncn(C(=O)c2ccco2)n1	-2%	6%	-5%	-5%	19	-4%	2%	5%	-12%	1	1
CC1CCCCN1C(=O)CSc1nc2ncccc2[nH]1 (stereo unspecified)	0%	-1%	1%	-1%	-20	1%	2%	1%	24%	-4	/
Cc1cc(C)c(NC(=O)C2CCC(=O)N2)c(C)c1 (stereo unspecified)	2%	5%	-13%	-2%	0	0%	-3%	1%	17%	-4	1
CCOC(=O)C1(CCCc2ccccc2)CCN(C(=O)CSC)CC1	-2%	-4%	3%	-1%	11	-6%	-1%	-6%	41%	-25	3
Cc1cccc(NC(=O)[C@@H](CC(C)C)NC(=O)[C@@H]2Cc3ccccc3CN2)c1	-1%	2%	-13%	14%	?	3%	-6%	-1%	10%	-10	/
CC(c1ccccc1)n1c(CO)nc2ccccc21 (stereo unspecified)	1%	9%	6%	-8%	-5	0%	5%	0%	-22%	-17	1
COc1ccc(OC)c(C(C(=O)NCc2ccco2)N(C(=O)Cn2nnc3ccccc32)C(C)C)c1 (stereo unspecified)	3%	5%	-9%	6%	5	-3%	0%	7%	-16%	-2	-1
COc1c(C)cccc1C(=O)Nc1ccc(OCC(=O)N2CCOCC2)cc1C	1%	-3%	?	-20%	-2	16%	13µM*	-10%	1.8µM*	/	/
Cc1ccc(CNC(=O)c2ccc([N+](=O)[O-])o2)cc1	0%	-9%	?	-6%	-86*	0%	3%	-4%	-44%	-14	-1
COc1ccc(C(=O)Nc2cc(C)nn2-c2ccc(C)cc2)cc1	8%	0%	-11%	1%	-6	-5%	-2%	2%	0%	-3	3
CC(C)c1ccc(NC(=S)N2CCCC2)cc1	2%	-3%	?	2.2µM*	5	?	24µM*	2.5µM*	10µM*	9	0
COCCNC(=O)C1CCN(Cc2cccc(OCc3ccccc3)c2)CC1	5%	-5%	-1%	3%	39[activator]	-2%	-2%	-4%	-8%	11	-1
O=C(NC1CCOc2ccccc21)c1ccccn1 (stereo unspecified)	0%	16%	-10%	1%	7	-2%	0%	-4%	-4%	-10	0
O=C(NCC(c1ccco1)N1CCc2ccccc2C1)C(=O)Nc1ccccc1F (stereo unspecified)	-1%	3%	/	-1%	17	-6%	0%	1%	/	-24	/
CC1Cc2ccccc2N1C(=O)CN1C(=O)NC(C)(c2ccc3c(c2)OCCO3)C1=O (stereo unspecified)	3%	3%	-3%	-3%	9	-1%	0%	7%	16%	-19	0
CC(C)(C)c1nc(N2CCN(C(=O)c3ccco3)CC2)c2nnn(Cc3ccccc3)c2n1	1%	-15%	0%	-11%	3	-6%	0%	-3%	?	2	-1
COc1ccc(Cc2nc3ccc(C(=O)N(C)Cc4cc(C)[nH]n4)cc3o2)cc1OC	1%	-6%	-2%	-7%	16	-2%	-4%	1%	29%	-4	5
O=C(Cn1nnc2ccccc21)OCc1ccccc1	-1%	24%	-15%	0%	27	1%	21µM*	-6%	17%	-2	0
NC(=O)c1nsc(C(=O)N(Cc2ccccc2Cl)C(C(=O)NCC2CCCO2)c2ccc(O)cc2)c1N (stereo unspecified)	0%	1%	2%	-2%	?	0%	2%	0%	26%	0	0
